p53null 32C kill = qHTS Screen for Compounds that Selectively Target Cancer Cells with p53 Mutations: Cytotoxicity of p53 Null Cells at the Permissive Temperature; H1299-neo p53 null cells, ATP luminescence, 24 h, 32C; Potency, µM (top dose mostly 46.1 µM), inactives show top-dose activity change, negative = cytotoxicity, hits mostly cytotoxic; actives 0.62% (n = 55,000); AID 903, 2007;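 also: potency is read from the fitted curve at half-maximal effect; 0% = DMSO only and -100% = full killing by 100 µM tamoxifen; nearly all actives have a fitted effect of over 55% in size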
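We seeded p53-null H1299-neo cells, incubated them overnight at 37C, and added compounds across a range up to 46 uM. After 24 hours at 32C, ATP reagent was applied for 20 min at room temperature and luminescence recorded.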
B2AR arrestin ag = qHTS assay of beta-arrestin-biased ligands of beta2-adrenergic receptor: NCGC Sytravon Library Screen. Beta-2 adrenergic receptor (Homo sapiens), P07550. HTLA Tango cells, beta-arrestin recruitment, luciferase luminescence, 18 h. Potency, µM (series often up to 46.1 µM), inactives show top-dose activation, hits mostly activators. 44,000 tested, under 10 active;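 also: potency is read from the fitted curve at half-maximal effect; 0% = DMSO and full agonism = EC100 isoproterenol or metaproterenol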
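Ligand-induced beta-arrestin recruitment to recombinant beta2-AR is measured via a tTA-driven luciferase reporter in Tango cells after 18 hr compound exposure at 37 degrees C. Concentrations span up to 46 microM.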
NTMT1 inh = Primary qHTS for Inhibitors of N-terminal methyltransferase 1 (NTMT1): MTaseGlo Assay; N-terminal Xaa-Pro-Lys N-methyltransferase 1 (Homo sapiens), Q9BV86; actives 2.5% (n = 59,000); AID 1645870, 2021; Potency, µM (highest dose often 114 µM), for the others: at the top dose activity change, negative = inhibition, most hits filed as inhibitors; NTMT1 MTase-Glo SAH luminescence, purified enzyme;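 also: potency is read from the fitted curve at half-maximal effect; plate controls were DMSO vehicle for no effect and no enzyme for full effect; nearly all actives have a fitted effect of over 65% in size; many of its hits are not listed in these tables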
Target sequence (Q9BV86 whole entry, looked up): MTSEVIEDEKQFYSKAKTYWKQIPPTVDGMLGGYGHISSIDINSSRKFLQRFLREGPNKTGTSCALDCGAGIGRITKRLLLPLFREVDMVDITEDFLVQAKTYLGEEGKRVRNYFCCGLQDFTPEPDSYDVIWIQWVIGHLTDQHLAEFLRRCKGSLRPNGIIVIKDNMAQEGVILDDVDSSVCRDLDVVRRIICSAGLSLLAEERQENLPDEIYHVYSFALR
GALK inhibitor = qHTS Assay for Inhibitors of Human Galactokinase (GALK): NCGC Sytravon Library Screen; AID 1347072, 2019; 44,000 tested, under 10 active; Potency, µM (series often up to 57.5 µM), for the others: at the highest dose activity, negative = inhibition, usual class: inhibitors; recombinant GALK, Kinase-Glo ATP luminescence, 1 h;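 also: plate controls were full GALK reaction for no effect and reaction lacking GALK for full effect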
Target sequence (P51570 whole entry, looked up): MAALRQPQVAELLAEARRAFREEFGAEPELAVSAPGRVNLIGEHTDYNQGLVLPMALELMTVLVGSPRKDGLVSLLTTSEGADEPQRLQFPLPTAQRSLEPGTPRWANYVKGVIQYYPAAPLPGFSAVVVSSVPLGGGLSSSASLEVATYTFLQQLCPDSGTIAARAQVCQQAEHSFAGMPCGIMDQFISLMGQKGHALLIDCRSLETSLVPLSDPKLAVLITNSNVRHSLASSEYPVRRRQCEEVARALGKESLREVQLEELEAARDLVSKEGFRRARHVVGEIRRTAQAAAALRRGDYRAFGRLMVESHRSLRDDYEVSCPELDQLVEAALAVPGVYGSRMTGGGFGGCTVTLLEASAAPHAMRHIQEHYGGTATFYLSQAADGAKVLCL
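Human GALK (5 nM) was incubated with 35 uM ATP and 100 uM galactose in 20 mM HEPES pH 8.0 with MgCl2, NaCl, DTT and BSA for 1 h at room temperature. Remaining ATP was measured by Kinase-Glo Plus luminescence.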
p53null 39C tox = qHTS Screen for Compounds that Selectively Target Cancer Cells with p53 Mutations: Cytotoxicity of p53 Null Cells at the Nonpermissive Temperature | actives 0.97% (n = 55,000) | Potency, µM (doses to about 46.1 µM), for the others: at the highest dose activity, negative = cell killing, usual class: cytotoxic | H1299 p53-null (neo) cells, 39C, ATPlite viability, 24 h;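 also: potency is read from the fitted curve at half-maximal effect; 0% = DMSO only and -100% = full killing by 100 µM tamoxifen; nearly all actives have a fitted effect of over 50% in size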
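Temperature-shift cytotoxicity format: compound titrations on p53-null or A138V-expressing H1299 cells held 24 hr at 39C, cell ATP then measured, AC50 from Hill model.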
TSG101-PTAP inh = qHTS Validation Assay for Inhibitors of HIV-1 Budding by Blocking the Interaction of PTAP/TSG101: Sytravon Library Screen | AID 1347069, 2019 | 44,000 tested, under 10 active | Potency, µM (doses to about 115 µM), for inactives: at the top dose activity change, negative = inhibition, usual class: inhibitors | Fluorescence polarization, FITC-PTAP peptide/Tsg101, 20 min; also: potency is read from the fitted curve at half-maximal effect; 0% is about no effect
Target sequence (Q99816 whole entry, looked up): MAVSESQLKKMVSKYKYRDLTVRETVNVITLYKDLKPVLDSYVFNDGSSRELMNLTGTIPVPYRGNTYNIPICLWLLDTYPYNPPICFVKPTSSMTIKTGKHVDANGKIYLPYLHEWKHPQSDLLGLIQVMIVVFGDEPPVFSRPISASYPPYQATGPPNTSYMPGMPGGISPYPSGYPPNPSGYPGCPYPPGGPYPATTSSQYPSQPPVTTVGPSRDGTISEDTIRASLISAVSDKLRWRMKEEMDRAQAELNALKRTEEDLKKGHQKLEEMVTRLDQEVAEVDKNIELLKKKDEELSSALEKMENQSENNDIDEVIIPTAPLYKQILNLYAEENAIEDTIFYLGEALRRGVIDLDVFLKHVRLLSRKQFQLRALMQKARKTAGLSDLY
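Steps: Tsg101 binding domain (10 uM final) in HEPES pH 7.5/NaCl/Tween 20/EDTA/TCEP; add compound; add FITC-PTAP peptide (50 nM final); incubate 20 min r.t.; read polarization.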
FH mod = Identification of activators of human fumarate hydratase by quantitative high-throughput screening; Potency, µM (titrated, usually from 79.9 µM), for the others: top-dose activity change, negative = inhibition, usual class: inhibitors; actives 0.22% (n = 54,000); Fumarate hydratase, mitochondrial (Homo sapiens), P07954; FH coupled MDH/diaphorase resazurin fluorescence, 15 min; also: potency is read from the fitted curve at half-maximal effect; % is scaled to controls: 0 for no effect and ±100 for the full control effect; the screen sought activators but most active calls are inhibition curves; nearly all actives have a fitted effect of over 45% in size
The depositor's hits bear a star; ? = inconclusive; . = not tested or not shown; [ ] = another dose, or the depositor's remark. Calls follow the shape of the dose curve; as a rule, active = well fitted curve in the direction sought with a large enough effect; inconclusive = small, poorly fitted or top-dose-only effect, or another doubt; inactive = no such curve, though single readings can be large; an effect the other way counts as inactive or inconclusive. A portion of the library (hit frequency here may not be typical).

SMILES	p53null 32C kill	B2AR arrestin ag	NTMT1 inh	GALK inhibitor	p53null 39C tox	TSG101-PTAP inh	FH mod
CCN(c1ccc(Cl)cc1)S(=O)(=O)c1nnc(NC(=O)C2CCCCC2)s1	-2.4%	2.3%	4.9%	-10.3%	9.2%	1.4%	-5.3%
COc1ccccc1NC(=O)C(Cc1ccccc1)NS(=O)(=O)c1cccc2nsnc12 (stereo unspecified)	8.7%	-0.1%	10.4%	5.4%	9.5%	-11.1%	-23.5%
CCOc1ccccc1NC(=O)Cn1nnc2sc3c(c2c1=O)CCC(C(C)(C)C)C3 (stereo unspecified)	-3.0%	-1.6%	0.3%	2.9%	-10.3%	2.4%	-16.2%
CCN(c1ccc(Cl)cc1)S(=O)(=O)c1nnc(NC(=O)c2ccco2)s1	-8.8%	0.5%	-20.0%	1.4%	-10.7%	0.0%	-17.0%
N#C/C(=C\c1ccc(OCc2ccc(Cl)cc2Cl)cc1)c1nc2ccccc2[nH]1	9.1%	0.5%	?	-0.6%	-16.6%	-1.1%	-8.9%
CCOC(=O)c1c(N)n(-c2ccc(C)c(C)c2)c2nc3ccccc3nc12	11.4%	-0.8%	10.0%	-2.5%	30.4%[activator]	1.1%	-8.9%
CCOC(=O)c1cc(S(=O)(=O)N2CCN(c3ccccc3OC)CC2)[nH]n1	-9.7%	1.4%	-5.9%	-2.2%	-2.8%	-7.1%	3.4%
CCOC(=O)c1cc2c(=O)n3ccccc3nc2n(CC(C)C)c1=NC(=O)C(C)Oc1ccccc1 (stereo unspecified)	0.7%	0.3%	3.8%	4.9%	14.6%	-0.6%	-10.6%
CCCc1nc2nc(C)c(NS(=O)(=O)c3ccc(F)cc3)c(=O)n2[nH]1	-5.3%	0.5%	-0.2%	-5.3%	-10.2%	-2.7%	-4.0%
CCOC(=O)c1cc(-c2ccccc2)n(CCCC(=O)Nc2cccc(C)c2)c1C	20.6%	5.1%	?	0.0%	14.5%	-2.6%	?
CCOc1ccc(CC(=O)Nc2c(C(=O)c3ccccc3)oc3ccc(Cl)cc23)cc1OCC	-6.6%	0.0%	9.3%	-1.4%	9.6%	-1.1%	-3.8%
Cc1ccc(NC(=O)C2CCCN(c3nnc(C)c4c(C)n(-c5ccccc5)nc34)C2)cc1Cl (stereo unspecified)	-21.8%	0.8%	-6.0%	2.7%	-8.9%	-6.0%	-12.2%
Cc1ccc(-n2ncc3c(N(CCO)Cc4ccccc4)ncnc32)cc1	-24.2%	1.6%	-8.7%	-0.6%	11.8%	-5.7%	-10.7%
Cc1oc(-c2ccccc2F)nc1CS(=O)(=O)CC(=O)N1CCN(c2ccccc2)CC1	5.4%	-2.0%	-0.4%	-1.0%	-10.0%	-4.6%	3.4%
Cc1ccc(-c2cn3nc(N4CCCC(C(=O)Nc5ccc(F)cc5)C4)sc3n2)cc1 (stereo unspecified)	-1.9%	0.9%	-4.9%	0.6%	-10.3%	-5.4%	?
Cc1nc2ccc(S(=O)(=O)N(C)CC(=O)Nc3cccc(C(F)(F)F)c3)cc2s1	-4.7%	0.1%	4.2%	-3.2%	-25.3%	-0.1%	13.6%
CCn1cc(C(=O)N2CCN(c3ccc(C)cc3)C(C)C2)c(=O)c2cc(S(=O)(=O)N3CCCC3)ccc21 (stereo unspecified)	21.9%	0.6%	?	8.5%	-5.4%	-0.4%	-7.0%
CCOC(=O)c1ccc(NC(=O)Nc2cc3c(cc2N2CCCC2)n(C)c(=O)n3C)cc1	11.4%	-1.7%	-1.8%	-5.7%	-26.2%	0.8%	?
COc1ccc(-c2c(C)c3ccc(O)c(CN4CCC(C)CC4)c3oc2=O)cc1OC	-5.8%	1.0%	13.1%	2.5%	-2.0%	1.4%	0.5%
Cc1cn2c(=O)c(S(=O)(=O)Nc3ccc(F)cc3F)c(C)nc2s1	-6.7%	0.1%	-11.7%	2.2%	-12.1%	-0.9%	0.3%
COCCNC(=O)Cn1c(=O)c2cccn2c2ccc(F)cc21	4.6%	0.5%	4.4%	4.6%	-3.5%	0.1%	1.9%
Cc1ccc(NC(=O)CCS(=O)(=O)c2cccc3nsnc23)c(C)c1	4.2%	0.8%	13.6%	-2.4%	-0.8%	0.1%	-0.9%
COC(=O)c1c(-c2ccc(Cl)cc2)noc1N1CCN(c2ccc(C(C)=O)cc2)CC1	1.9%	-0.5%	13.1%	1.2%	-11.8%	-0.9%	-7.1%
COc1ccc(C(=O)Nc2nc3nc(C)c(Cc4ccccc4)c(=O)n3[nH]2)cc1OC	-3.5%	-1.7%	-2.1%	-7.0%	30.5%[activator]	-0.1%	-7.4%
Cc1ccc(-n2nc(CO)c(C(=O)NCCCCc3ccccc3)n2)cc1	-2.4%	0.8%	9.0%	3.9%	-14.6%	2.7%	-15.0%

Profiles, quoted from the list. Order of screens: p53null 32C kill, B2AR arrestin ag, NTMT1 inh, GALK inhibitor, p53null 39C tox, TSG101-PTAP inh, FH mod
`Cc1ccc(NC(=O)C2CCCN(c3nnc(C)c4c(C)n(-c5ccccc5)nc34)C2)cc1Cl` (stereo unspecified) across the screens: -21.8%, 0.8%, -6.0%, 2.7%, -8.9%, -6.0%, -12.2%
`CCN(c1ccc(Cl)cc1)S(=O)(=O)c1nnc(NC(=O)C2CCCCC2)s1` across the screens: -2.4%, 2.3%, 4.9%, -10.3%, 9.2%, 1.4%, -5.3%
`COC(=O)c1c(-c2ccc(Cl)cc2)noc1N1CCN(c2ccc(C(C)=O)cc2)CC1` across the screens: 1.9%, -0.5%, 13.1%, 1.2%, -11.8%, -0.9%, -7.1%
`Cc1ccc(-n2ncc3c(N(CCO)Cc4ccccc4)ncnc32)cc1` across the screens: -24.2%, 1.6%, -8.7%, -0.6%, 11.8%, -5.7%, -10.7%
`CCn1cc(C(=O)N2CCN(c3ccc(C)cc3)C(C)C2)c(=O)c2cc(S(=O)(=O)N3CCCC3)ccc21` (stereo unspecified) across the screens: 21.9%, 0.6%, ?, 8.5%, -5.4%, -0.4%, -7.0%

(list continues)
SMILES	p53null 32C kill	B2AR arrestin ag	NTMT1 inh	GALK inhibitor	p53null 39C tox	TSG101-PTAP inh	FH mod
Cc1cccc(CNC(=O)c2ccc3nc(-c4ccccc4)c(-c4ccccc4)nc3c2)c1	-8.3%	0.1%	14.5%	-3.1%	-2.9%	-2.9%	-7.0%
Cc1oc(-c2ccc(Cl)cc2)nc1Cn1c(=O)cc(C)c2c(C)nn(-c3ccccc3)c21	11.4%	-0.6%	-7.1%	0.7%	-4.1%	0.4%	-15.6%
CCOc1ccccc1NC(=O)CSc1ncc(S(=O)(=O)c2ccc(C(C)(C)C)cc2)c(=O)[nH]1	8.1%	0.8%	-18.9%	0.1%	14.7%	-2.7%	?
COc1ccccc1CNC(=O)C(=O)NCC(c1cccnc1)N1CCN(c2ccc(F)cc2)CC1 (stereo unspecified)	1.7%	0.0%	2.9%	-4.1%	?	-0.8%	-6.0%
COc1ccc(-c2nc(C)c(CCNC(=O)C(=O)Nc3cccc(F)c3)s2)cc1OC	-0.6%	-1.0%	11.0%	2.4%	13.9%	-1.8%	-8.3%
Cc1cccc(-c2nc(C)c(CCNC(=O)C(=O)Nc3cccc(Cl)c3C)s2)c1	9.2%	0.2%	2.0%	2.9%	-5.0%	-0.1%	-2.8%
CC(=O)Nc1ccc2nc(-c3cc(C)ccc3C)[nH]c2c1	-14.0%	-0.2%	-15.7%	-1.3%	-7.3%	0.8%	-13.6%
COc1cccc(CNC(=O)Cn2cccc2C(=O)c2ccccc2)c1	-0.8%	-2.9%	2.9%	7.2%	-17.9%	-1.3%	-1.5%
COc1cc(NC(=O)c2nnn(Cc3ccc(F)cc3)c2N)cc(OC)c1	2.2%	0.4%	8.8%	-0.2%	-7.4%	3.3%	2.0%
COc1ccccc1NC(=O)C1=C(C)Nc2ncnn2C1c1cccn1C (stereo unspecified)	5.7%	0.2%	-1.0%	2.0%	-19.2%	1.9%	-11.7%
Cc1cn(C)c(CC(=O)N2CCN(c3ccc(F)cc3)CC2)c1C(=O)O	-4.4%	-2.2%	-4.2%	3.0%	7.4%	-0.1%	-15.3%
COc1cc(C2c3c(oc4ccc(C)cc4c3=O)C(=O)N2Cc2ccc(F)cc2)ccc1O (stereo unspecified)	2.7%	0.1%	7.3%	-0.3%	-9.7%	0.4%	-1.7%
CC(=O)OCc1cnc(C)c2oc(=O)c(C(=O)Nc3cc(F)ccc3C)cc12	-4.0%	0.8%	12.5%	5.3%	-3.5%	0.8%	-27.2%
Cn1c(=O)n(C)c2cc(NS(=O)(=O)c3ccc(Cl)cc3)c(NCc3ccccc3)cc21	?	0.5%	.	0.9%	?	1.6%	.
CCc1nn(CC(=O)N2CCN(c3ccc(Cl)cc3)CC2)c(=O)c2cc3occc3n12	23.3%	-3.0%	16.1%	7.4%	-13.5%	-2.2%	-18.3%
CN(C)c1ccc(C(=O)Nc2c(C(=O)NC(C)(C)C)oc3ccccc23)cc1	2.3%	0.2%	9.3%	-0.9%	-0.8%	-1.9%	-22.3%
Cc1ncc(CO)c2c1Oc1nc(-c3ccccc3F)nc(SCC(=O)N3CCCCC3)c1C2	-1.3%	0.9%	-4.6%	-0.8%	-13.4%	3.2%	-5.1%
CCOC(=O)CCc1c(C)c2cc3c(c(C)c2oc1=O)OCN(CCc1ccccc1OC)C3	-4.1%	-1.7%	.	-0.2%	7.1%	0.0%	.
Cc1cccc(NC(=O)Cn2c(=O)c3cccn3c3ccccc32)c1C	-11.8%	1.0%	-28.4%	-11.5%	86.3%[activator]	-1.1%	-3.4%
Cc1ccc(-c2nnc(Nc3ccc(Cl)cc3)c3ccccc23)cc1S(=O)(=O)N1CCOCC1	13.3%	0.8%	24.6%	0.7%	10.2%	-4.8%	-15.6%
Cc1cc(C)cc(NC(=O)Cn2c3ncccc3c(=O)n2-c2ccc(C)c(C)c2)c1	-10.2%	-0.1%	-4.8%	-0.4%	-17.7%	0.1%	?
COCCCNC(=O)C1CCCN(C(=O)c2cnn(-c3ccc(F)cc3)c2-n2cccc2)C1 (stereo unspecified)	1.8%	-0.9%	3.2%	1.4%	-5.1%	2.9%	-12.8%
O=C(NCc1ccccc1Cl)C1CCN(c2ncnc3c2nc2n3CCCCC2)CC1	-3.6%	-1.2%	-3.8%	3.0%	-11.1%	0.6%	4.3%
CCc1cccc(-n2c(=O)c3cccnc3n2CC(=O)NCc2ccccc2)c1	18.7%	-0.2%	11.5%	5.6%	16.8%	-1.9%	-22.6%

Screening results as filed in PubChem.
